NPC1 prom act = NPC1 promoter activation; Huh7 NPC1 promoter luciferase reporter, 24 h; Potency, µM (titrated, usually from 9.22 µM), for the others: top-dose activation, most hits filed as activators; 320,000 tested, 2.4% active;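 also: % of control where 0% means no effect; nearly all actives have a fitted effect of over 60% in size; reporter is driven by a mutant NPC1 promoter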
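In 1536-well qHTS, Huh7 cells harboring an NPC1 promoter–luciferase construct received compound for 24 h; activation was quantified by luminescence following luciferase reagent addition.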
FLuc counter = inhibits or activates purified firefly luciferase, miR-21 counter-screen. P08659. purified FLuc, Km substrates, luminescence inhibition. Potency, µM (series often up to 57.5 µM), for the others: at the highest dose activity change, negative = inhibition, hits mostly inhibitors. 360,000 tested, 6.9% active. AID 588342;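 also: plate controls were vehicle for no effect and reference inhibitor for full effect; nearly all actives have a fitted effect of over 55% in size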
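Purified P. pyralis luciferase (10nM final) with 10uM D-luciferin and 10uM ATP (Km levels) in 50mM Tris acetate pH 7.5, 10mM Mg acetate, 0.01% Tween-20, 0.05% BSA; qHTS 6-point titration, ~60 µM downward; luminescence read.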
uPA surface inh = blocks generation of uPA at the cell surface; cell surface uPA generation assay, qHTS; Potency, µM (doses to about 38.3 µM), without a hit: at the highest dose activity change, negative = inhibition, hits mostly inhibitors; 330,000 tested, 0.31% active; active = well fitted inhibition curve with a large enough effect; inconclusive = small, poorly fitted or top-dose-only effect; inactive = no such curve, though single readings can be large or run the other way; tested in mouse RAW 264.7 cells; also: % is scaled to controls: 0 for no effect and ±100 for the full control effect; nearly all actives have a fitted effect of over 55% in size
MBNL1-CUG inh = MBNL1-poly(CUG) RNA binding inhibition; TR-FRET MBNL1-His/biotin-(CUG)12 binding, 665/545 ratio; 280,000 tested, 0.036% active; Potency, µM (titrated, usually from 57.5 µM), for inactives: at the top dose activity change, negative = inhibition, hits mostly inhibitors; Q9NR56; AID 2675; active = well fitted inhibition curve with a large enough effect in the signal ratio, with a control signal flat, not every such curve was filed as active; inconclusive = small, poorly fitted or top-dose-only effect, or effect the other way, or a change in a side signal; inactive = no such curve, though single readings can be large or run the other way; the % refers to the signal ratio; also: % is scaled to controls: 0 for no effect and ±100 for the full control effect
Target sequence (Q9NR56 whole entry, looked up): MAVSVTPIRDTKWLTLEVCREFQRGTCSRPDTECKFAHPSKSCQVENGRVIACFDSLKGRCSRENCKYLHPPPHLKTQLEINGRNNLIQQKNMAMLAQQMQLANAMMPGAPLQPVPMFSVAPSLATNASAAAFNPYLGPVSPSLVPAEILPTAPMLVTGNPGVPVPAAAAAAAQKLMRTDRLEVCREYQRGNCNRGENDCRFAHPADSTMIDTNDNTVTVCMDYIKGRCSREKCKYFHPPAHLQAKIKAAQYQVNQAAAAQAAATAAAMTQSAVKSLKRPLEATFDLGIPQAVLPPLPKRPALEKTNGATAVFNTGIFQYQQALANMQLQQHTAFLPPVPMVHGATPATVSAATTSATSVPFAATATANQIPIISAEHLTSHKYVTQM
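Compound titration spanned 92 nM–58 uM against the MBNL1-His/biotin-(CUG)12 complex. After 60 min at room temperature with 5 nM streptavidin-XL665 and 0.055 ng/ul terbium anti-His, ratiometric 665/545 nm emission (Ex 340 nm) normalized to controls.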
ELG1 genotox = inducers of genotoxicity in HEK293T ELG1-luciferase cells; AID 504466; HEK293T ELG1-luciferase reporter, luminescence, 16 h; 330,000 tested, 1.3% active; Potency, µM (titrated, usually from 46 µM), for inactives: at the top dose activity change, positive = activation, usual class: activators; also: % of control where 0% means no effect; nearly all actives have a fitted effect of over 60% in size
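Reporter readout depends on ELG1 protein level, which increases with genetic stress. After 16 hr compound exposure at 37 °C, luciferase activity was quantified using ONE-Glo.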
BRCA1 expr up = increases BRCA1 expression. MCF7-BRCA1-FFLuc reporter, luminescence, 48 h; response scale: scaled: vehicle 0%, 10 µM genistein 100%. Potency, µM (highest dose often 46.1 µM), without a hit: at the top dose activation, usual class: activators. 380,000 tested, 1.1% active. AID 624202; also: nearly all actives have a fitted effect of over 80% in size; some results filed as inactive show a strong effect at the top dose
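Cells: MCF7-BRCA1-FFLuc, 2000/well. Exposure: 48 h, 37 °C, 5% CO2. Read: luminescence, 15 min post-substrate. Controls: genistein 10 microM (maximal activation), DMSO (neutral).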
p53 reactivation = re-activators of mutant p53; AID 504706; Potency, µM (series often up to 92.2 µM), for inactives: at the highest dose activity change, positive = activation, hits mostly activators; H1299 p53-A138V BP100-luciferase reporter, luminescence, 24 h; 320,000 tested, 0.063% active; also: % of control where 0% means no effect; nearly all actives have a fitted effect of over 45% in size
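p53-null H1299 cells stably carrying temperature-sensitive p53-A138V and a BP100-luciferase reporter were pinned with compounds (4-point, 1:5 series) and held 24 hrs at 37 deg C. Luminescence was read 10 min after detection reagent.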
RORg inh = inhibitors of mouse ROR gamma transcriptional activity; Drosophila S2 Gal4-RORgamma UAS-luciferase reporter, 20 h; Potency, µM (titrated, usually from 53.6 µM), for inactives: at the top dose activity change, negative = inhibition, most hits filed as inhibitors; 310,000 tested, 5.4% active; AID 2551; also: % is scaled to controls: 0 for no effect and ±100 for the full control effect; nearly all actives have a fitted effect of over 60% in size
Target sequence (P51450 whole entry, looked up, the tested form may be a part): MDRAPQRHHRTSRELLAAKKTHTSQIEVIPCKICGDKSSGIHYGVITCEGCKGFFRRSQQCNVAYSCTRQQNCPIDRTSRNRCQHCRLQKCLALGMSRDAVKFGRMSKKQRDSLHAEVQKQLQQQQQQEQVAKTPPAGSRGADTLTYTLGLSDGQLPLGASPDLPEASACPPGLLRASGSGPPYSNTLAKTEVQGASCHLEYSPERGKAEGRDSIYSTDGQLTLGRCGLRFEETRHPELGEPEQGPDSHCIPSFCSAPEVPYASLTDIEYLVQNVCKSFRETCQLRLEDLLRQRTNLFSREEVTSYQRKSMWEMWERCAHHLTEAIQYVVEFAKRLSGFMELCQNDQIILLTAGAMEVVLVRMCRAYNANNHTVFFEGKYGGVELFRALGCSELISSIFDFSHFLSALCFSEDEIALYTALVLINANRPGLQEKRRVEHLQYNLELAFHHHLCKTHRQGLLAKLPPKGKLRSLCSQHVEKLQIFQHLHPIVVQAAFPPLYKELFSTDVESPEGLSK
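Using a luciferase readout, inhibitors were identified by reduced reporter activity in Drosophila cells coexpressing a copper-inducible Gal4–ROR gamma fusion and UAS-driven Photinus luciferase, incubated 20 hr after 700 uM copper sulfate.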
Gal4-VP16 FLuc = counter-screen for ROR gamma inhibitors: Gal4-VP16 reporter. Drosophila S2 Gal4-VP16 UAS-luciferase, luminescence, 20 h. Potency, µM (titrated, usually from 53.6 µM), for the others: at the top dose activity, negative = inhibition, hits mostly inhibitors. 310,000 tested, 3.5% active. AID 2546;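 also: Gal4-VP16 expression switched on by copper sulfate through the metallothionein promoter; % is scaled to controls: 0 for no effect and ±100 for the full control effect; nearly all actives have a fitted effect of over 50% in size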
Rab9 prom act = activators of Rab9 promoter. 320,000 tested, 2.8% active. Huh7 Rab9 promoter-luciferase reporter, luminescence, 24 h. Potency, µM (doses to about 9.22 µM), for inactives: at the top dose activation, negative = inhibition, usual class: activators; also: % of control where 0% means no effect; nearly all actives have a fitted effect of over 60% in size
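Luminescence from Amplite-detected luciferase (10 minutes, ambient) reports Rab9 promoter activation. Before that, stable Rab9-luciferase Huh7 cells (1500/well, reduced-serum OP-MEM I plus 10% FBS) were exposed to compound for 24 hours at 37C.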
Starred values were filed as active, the others as inactive; ? = inconclusive; / = no result given; ! = repeats disagree; [ ] = another dose, or the depositor's remark. Unless noted, calls follow the shape of the dose curve; as a rule, active = well fitted curve in the direction sought with a large enough effect; inconclusive = small, poorly fitted or top-dose-only effect, or another doubt; inactive = no such curve, though single readings can be large; an effect the other way counts as inactive or inconclusive. Potency is read from the fitted curve at half-maximal effect.

SMILES | NPC1 prom act | FLuc counter | uPA surface inh | MBNL1-CUG inh | ELG1 genotox | BRCA1 expr up | p53 reactivation | RORg inh | Gal4-VP16 FLuc | Rab9 prom act
Cc1ccnc2nc(C(=O)NC3=NCCS3)nn12 | 7% | -1% | 3% | 18% | 7% | 6% | 2% | 7% | 3% | 7%
O=C(COC(=O)COc1ccc(Cl)cc1Cl)NC1CCCCCC1 | 2% | 0% | -5% | / | 1% | 8% | 10% | / | / | 1%
Cn1c(N)c(C(=O)COC(=O)C2CCCN2C(=O)c2cccs2)c(=O)n(C)c1=O (stereo not drawn) | 2% | -2% | 4% | -10% | 3% | ? | -1% | -1% | 5% | 4%
CCCOC(=O)CSc1nnc(-c2ccc(Cl)cc2Cl)o1 | 2% | 15µM* | -14% | -13% | 1% | 0% | 5% | -33% | ? | -1%
COc1ccc(-n2c(Cc3cccn3C)nnc2SCC(=O)Nc2cc(C)cc(C)c2)cc1 | -1% | 5% | 7% | -6% | -1% | -19% | -9% | 1% | -9% | 0%
CC1CCCC(NC(=O)CCC(=O)c2ccc(F)cc2)C1C (stereo not drawn) | -2% | 1% | 4% | / | 1% | 8% | 1% | ? | 4% | 1%
COc1ccc(/C=C/C(=O)NCCCn2ccnc2)cc1 | -3% | -4% | 4% | 7% | 4% | 20% | 5% | -8% | -5% | -1%
CC(C)=NNc1nc2c(c(=O)n(C)c(=O)n2C)n1CCc1ccccc1 | 8% | -10% | -16% | -12% | -8% | 1% | -4% | -17% | 8% | 9%
Cc1cccc(C(=O)Nc2ccc(Oc3cnccn3)cc2)c1 | 25% | ? | -9% | -4% | 4% | ? | 3% | 10% | 19% | 1%[1.84 µM]
Cc1nc(Nc2ccc(S(=O)(=O)N3CCCC3)cc2)c2nnn(Cc3ccccc3)c2n1 | -3% | 3% | -7% | ? | 2% | -27% | 2% | 41% | -38% | -2%
O=C(CSc1nc(C2CCCCC2)nc2ccccc12)N1CCCC1 | -8% | -2% | -9% | 18% | -2% | -28% | -2% | -33% | 22% | -9%
CCS(=O)(=O)CCSc1nc(C)cc(C)c1C#N | -1% | 5% | -5% | 2% | 3% | -8% | 8% | -24% | -1% | 5%
Cc1ccc(C(C)C)c(Oc2cnccn2)c1 | 2% | 1% | 9% | -17% | 5% | -1% | 7% | -8% | 10% | 1%
CCC(C)[C@H](NC(=O)NCc1ccccc1Cl)C(=O)O (stereo partly drawn) | -1% | 4% | / | -3% | -1% | 5% | -2% | -17% | -3% | 0%
COc1ccc(OC)c(S(=O)(=O)NCc2csc(-c3ccccc3)n2)c1 | 0% | 1% | -29% | -4% | -10% | -15% | -13% | ? | / | 1%
COc1ccccc1/C=C1\S/C(=N/NC(=O)c2cccc(Br)c2)NC1=O | -1% | 9.5µM* | -6% | 1% | -13% | -19% | ? | 0.32µM* | 0.56µM* | -3%
Cc1ccc(NS(=O)(=O)N2CCOCC2)cc1 | -4% | -2% | 2% | -4% | 3% | 8% | 4% | -10% | 8% | 0%
CCN(CC)S(=O)(=O)c1cc(NC(=O)COC(=O)C2CCC2)ccc1C | -3% | 0% | 33%[activator] | / | 1% | 2% | 10% | / | / | -6%
CCCCCCOc1ccc(N2C(=O)CC(S/C(N)=N/N=C(\C)c3cccs3)C2=O)cc1 (stereo not drawn) | -2% | -2% | 3% | -2% | -1% | 1% | -20% | ? | ? | 2%
CC(C)CNC(=S)NNC(=O)c1ccc(OC(F)F)cc1 | -5% | 1% | / | 15% | 1% | 7% | 14% | ? | -19% | 0%
COC(=O)c1ccccc1SCC(=O)Nc1ccc(N2CCOCC2)cc1 | ? | -1% | -9% | -1% | 22% | 90% | ? | 33% | -14% | ?
O=C(NNC(=O)c1ccc2ccccc2n1)c1ccc(O)cc1 | -3% | ? | ? | / | 1% | 7% | 1% | / | / | -3%
O=C(Nc1ccc(N2CCN(C(=O)c3cccs3)CC2)cc1)c1cccnc1Cl | -3% | 0% | -3% | 1% | -2% | -13% | 0% | 10% | -7% | -2%
CC(C)=CC(=O)OCC(=O)Nc1ccc(Cl)cn1 | 0% | -1% | -1% | 0% | -4% | -5% | 0% | 12% | -21% | -1%
O=C(c1ccccc1)N1CCN(c2ncnc3c2cnn3-c2ccccc2)CC1 | 23% | -21% | 1% | -4% | -2% | -16% | -2% | ? | 0% | ?
Cc1ccc(NC(=O)CN(C)C(=O)Cc2ccccc2F)cc1 | -46%[inhibitor] | 4% | 7% | 1% | 2% | 12% | 1% | -8% | -6% | 2%
CN1c2ccsc2/C(=N/NC(=O)c2c(F)cccc2F)CS1(=O)=O | 1% | 0% | -1% | ? | -3% | 2% | -1% | 3.2µM* | 5µM* | -1%
CCCCNC(=S)NNC(=O)c1cc(-c2cccnc2)nc2ccccc12 | -2% | 15µM* | 6% | 17% | 0% | -12% | -1% | ? | -19% | 0%
CN(CC(=O)Nc1ccccc1Cl)C(=O)COC(=O)c1ccc([N+](=O)[O-])s1 | / | / | -1% | / | -2% | -11% | 2% | / | / | /
OC1(c2cccc(C(F)(F)F)c2)CCN(Cc2nc(-c3cnccn3)no2)CC1 | -1% | -1% | 22% | 5% | -11% | 4% | -1% | -15% | -2% | -1%
CCCCCC[N+](C)(C)CC/C=C1/c2ccccc2Sc2ccc(Cl)cc21 | 0% | -1% | -17% | / | -7% | -4% | -3% | 30% | -27% | -6%
Cc1ccc(NC(=O)C2C3C=CC4(CN(Cc5cccnc5)C(=O)C24)O3)cc1F (stereo not drawn) | 2% | -1% | 6% | -8% | 1% | 18% | -5% | 13% | 6% | 0%
COC(=O)c1ccc(N/C=C/C(=O)c2ccc(OC)c(OC)c2)cc1 | 9% | -18% | / | 6% | ? | -31% | 16% | -25% | -12% | 10%
CC(C)c1ccc(C2/C(=C(/O)c3ccc(F)cc3)C(=O)C(=O)N2CCCN2CCOCC2)cc1 (stereo not drawn) | -5% | 6% | 27% | 6% | 4% | 0% | / | -3% | -9% | -6%
CCOc1ccc(C(=O)Nc2ccc(-c3nc4ccccc4[nH]3)cc2)cc1[N+](=O)[O-] | 8% | -2% | 0% | / | ? | 3.2µM*! | 4% | -23% | ? | 18%
COCCNC(=O)C1CCCN(S(=O)(=O)c2cccc3nsnc23)C1 (stereo not drawn) | -9% | 1% | -6% | ? | -2% | -7% | 2% | -1% | -9% | 0%
Cc1scc(C(=O)N2CCN(c3ccc(Cl)cc3)CC2)c1C | -4% | 4% | -4% | -1% | -3% | -34% | -3% | ? | 7% | -5%
CC(C)COC(=O)/C(C#N)=C/c1cn(Cc2ccccc2)c2ccccc12 | -2% | -13% | 0% | ? | 1% | -27% | 5% | -4% | -7% | -7%
CN(Cc1nc2ccccc2c(=O)[nH]1)C(=O)C1CC(=O)N(c2cccc3ccccc23)C1 (stereo not drawn) | / | / | -2% | / | 0% | -21% | -2% | / | / | /
Cc1ccc(S(=O)(=O)N2CCC[C@H]2C(=O)OCC(=O)c2ccc3c(c2)NC(=O)CO3)cc1 | -3% | -1% | -2% | -2% | 0% | -3% | 0% | -1% | -13% | -2%
Cc1ccc(S(=O)(=O)NCCCNS(=O)(=O)c2ccccc2[N+](=O)[O-])cc1 | -3% | 7% | -13% | 17% | -4% | 7% | / | 17%[1.91 µM] | 21% | 1%
COc1ccc(S(=O)(=O)Nc2ccc3ccccc3c2)cc1C | 1% | 0% | / | 4% | -3% | -54% | 2% | -44% | ? | 1%
C#CCOCCOCCOCCNc1nc(N2CCN(C(=O)[C@H](C)n3cc(CCCN=C(N)N)nn3)CC2)nc(N2CCN(C(=O)[C@H](C)n3cc(CCCN=C(N)N)nn3)CC2)n1 | -2% | -19% | 2% | -6% | 1% | -2% | -4% | -14% | 1% | 2%
Cc1noc(C)c1COc1cccc(C(=O)N2CCN(C/C=C/c3ccccc3)CC2)c1 | -2% | 3% | 2% | ? | -7% | -55% | 0% | 16% | 2% | -2%
CCCCOc1c(Br)cc(CNCCCN2CCOCC2)cc1OC | 0% | 3% | -3% | -3% | -5% | -27% | 19% | -17% | -10% | 2%
CC(=O)Nc1ccc(S(=O)(=O)NCC(=O)OCC(=O)NNC(=O)c2ccccc2)cc1 | -1% | 3% | -7% | / | 0% | 15% | -5% | / | / | 3%
Cc1ccc(NC(=O)CCN2C(=O)NC3(CCCC3)C2=O)cc1S(=O)(=O)N1CCOCC1 | 0% | 4% | 6% | / | 1% | 0% | 13% | / | / | -1%
CCC1(c2ccc(F)cc2)NC(=O)N(CC(=O)NC2CCCCCC2)C1=O (stereo not drawn) | / | / | 0% | / | -1% | -10% | -7% | / | / | /
CCNc1nc2[nH]c(=O)c3c(c2s1)OC(N)=C(C#N)C3c1ccc(C)cc1 (stereo not drawn) | -1% | -15% | -9% | -3% | 5% | -35% | -1% | 10% | 1% | -1%
O=C(CNC(=O)N1CC(=O)Nc2ccccc21)Nc1ccc(Cl)cc1 | 2% | -3% | 0% | -8% | 0% | 2% | -7% | 0% | 0% | -1%
